# UBC13 inh: blocks human UBC13 polyubiquitin chain formation; AID 485273; P61088; 330,000 compounds, 0.47% hits; TR-FRET; inhibition, % at 20 µM; in the data active = inhibition above about 45%, passing the limit was not always enough
# Target sequence (P61088 whole entry, looked up): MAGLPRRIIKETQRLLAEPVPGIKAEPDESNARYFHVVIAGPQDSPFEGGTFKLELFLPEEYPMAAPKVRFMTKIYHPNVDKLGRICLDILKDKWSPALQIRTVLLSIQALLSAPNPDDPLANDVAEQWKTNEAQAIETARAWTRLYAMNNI
# SENP6 inh: blocks the human protease SENP6. Q9GZR1. Recombinant SENP6 catalytic domain, aminoluciferin luminescence. inhibition, % at 10 µM. 330,000 compounds, 1.8% hits;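 active = inhibition above about 50% at the single tested dose, limit read from the data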;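 also: plate controls were DMSO wells with enzyme for no effect and DMSO wells lacking enzyme for full effect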
# Target sequence (Q9GZR1 628-1112 limits assumed): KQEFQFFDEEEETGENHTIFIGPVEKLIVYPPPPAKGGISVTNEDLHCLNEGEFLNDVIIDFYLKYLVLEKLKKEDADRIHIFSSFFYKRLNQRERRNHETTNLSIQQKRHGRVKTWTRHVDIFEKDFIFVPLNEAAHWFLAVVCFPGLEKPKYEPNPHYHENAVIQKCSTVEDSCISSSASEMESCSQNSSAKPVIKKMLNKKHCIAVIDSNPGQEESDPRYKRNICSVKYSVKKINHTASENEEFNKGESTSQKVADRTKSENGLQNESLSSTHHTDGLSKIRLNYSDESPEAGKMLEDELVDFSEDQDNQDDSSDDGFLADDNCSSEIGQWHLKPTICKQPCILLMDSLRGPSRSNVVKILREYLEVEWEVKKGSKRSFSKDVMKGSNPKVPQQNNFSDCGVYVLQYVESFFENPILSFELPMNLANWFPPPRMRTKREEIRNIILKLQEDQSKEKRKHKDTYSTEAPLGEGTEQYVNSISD
# A3G deaminase: blocks human APOBEC3G single-stranded DNA deamination; 330,000 compounds, 0.28% hits; inhibition, % at 20 µM; Q9HC16; recombinant A3G, ssDNA deamination FAM/TAMRA fluorescence;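 active = inhibition of at least 40% at 20 µM, with no more than 30% in the related APOBEC3A deaminase screen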;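 also: plate controls were DMSO wells with A3G for no effect and wells lacking A3G enzyme for full effect; some compounds called inactive have numbers as strong as hits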
# SENP7 inh: SENP7 protease inhibition; Q9BQF6; recombinant SENP7, Z-RLRGG-aminoluciferin luminescence, 40 min; inhibition, % at 5 µM; 330,000 compounds, 1.5% hits; AID 434973;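 active = inhibition above about 50% at the single test dose, limit read from the data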;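 also: plate controls were DMSO with enzyme for no effect and no enzyme buffer wells for full effect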
# Target sequence (Q9BQF6 706-1050 limits assumed): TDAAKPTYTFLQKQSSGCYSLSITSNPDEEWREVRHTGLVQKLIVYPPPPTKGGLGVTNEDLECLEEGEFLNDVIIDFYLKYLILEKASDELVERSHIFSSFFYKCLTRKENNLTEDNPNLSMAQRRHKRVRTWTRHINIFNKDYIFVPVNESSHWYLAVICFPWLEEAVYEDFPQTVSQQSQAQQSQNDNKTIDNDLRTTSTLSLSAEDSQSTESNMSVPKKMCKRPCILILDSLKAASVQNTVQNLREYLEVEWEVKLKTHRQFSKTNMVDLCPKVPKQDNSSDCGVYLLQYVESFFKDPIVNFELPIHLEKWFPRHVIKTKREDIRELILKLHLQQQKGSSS
# SENP8 block-1: SENP8 protease inhibition; Q96LD8; purified SENP8, Z-RLRGG-aminoluciferin cleavage, luminescence; inhibition, % at 10 µM; 330,000 compounds, 1.2% hits; AID 2540; in the data active = inhibition above about 50%
# SENP1 inh: SENP1 (human) catalytic domain inhibition; AID 624204; recombinant SENP1 catalytic domain, CyPet-SUMO1-YPet FRET cleavage; Q9P0U3; 360,000 compounds, 0.21% hits; inhibition, % at 10 µM;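 active = inhibition at least 30% at 10 µM, raw YFP signal under a set limit, fluorescence ratio 0.5 to 1.5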;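 also: 0% = enzyme with DMSO and 100% = no enzyme wells; some results filed as inactive read as strong as hits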
#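 Assay system: hSENP1 catalytic domain, recombinant. Amount: SENP1 enzyme, 20 pM final. Schedule: 50 min reaction, RT, dark. Technique: FRET, CFP and YFP emission. Control set: no-enzyme wells low, DMSO-plus-enzyme wells high control.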
# SENP8 block-2: inhibitors of human SENP8 protease; Q96LD8; 360,000 compounds, 0.64% hits; inhibition, % at 20 µM; recombinant SENP8, Nedd8 substrate fluorescence; AID 602440; in the data active = inhibition mostly above about 40%, no sharp cut-off; inactive = mostly below about 27%
# Apaf1 inhib: inhibitors of human Apaf-1 apoptosome. O14727. reconstituted apoptosome caspase-3 activity, DEVD-Rh110 fluorescence. inhibition, % at 20 µM. 330,000 compounds, 0.71% hits. AID 489030; active = inhibition of at least 40% at 20 µM;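 also: plate controls were DMSO wells for no effect and DEVD-CHO caspase inhibitor wells for full effect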
#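 Material: reconstituted apoptosome with Apaf-1, cytochrome c, caspase-9, procaspase-3, dATP / Buffer or medium: pH 7.5 Hepes buffer with CHAPS, BSA, DTT / Also added: cytochrome c with DEVD-Rh110 / Schedule: compound with Apaf-1, dATP, procaspase-3 30 min, then 50 min reaction, room temperature / Technique: rhodamine 110 fluorescence at Ex 480/Em 540 nm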
# An asterisk follows results filed as active; · = no result given.
# The line under a structure holds: UBC13 inh	SENP6 inh	A3G deaminase	SENP7 inh	SENP8 block-1	SENP1 inh	SENP8 block-2	Apaf1 inhib
COc1cc(NC(=O)CC(C)C)ccc1NC(=O)c1ccco1
    -10	-5	-1	4	4	0	18	-13
O=[N+]([O-])c1cc(C(F)(F)F)cc([N+](=O)[O-])c1Sc1n[nH]c(C(F)(F)F)n1
    -14	3	-9	-9	-8	-1	16	2
C=CCSc1nnc(NC(=O)CSc2nc(CCC)cc(=O)[nH]2)s1
    -8	-10	-6	12	-7	1	0	2
Cc1ccc2nc(-c3ccccn3)oc2c1
    11	83*	1	81*	63*	2	-417	3
O=C(Cc1ccc(S(=O)(=O)N2CCCCC2)s1)Nc1ccc(F)c(F)c1
    -2	-2	-6	-7	-9	-1	6	-7
Cc1ccc(-c2nc3ccccc3[nH]2)cc1NC(=S)NC(=O)c1ccccc1Br
    -7	33	-7	9	9	4	-9	-6
CC1CCN(S(=O)(=O)c2ccc(Cl)s2)CC1
    0	-1	10	-13	-7	2	-3	8
CC[C@]12c3[nH]c4cc(CCC(=O)N(C)C)ccc4c3CCN1C(=O)[C@@H](CC(=O)NC(C)(C)C)C[C@@H]2C(=O)N1CCN(C(=O)c2ccco2)CC1
    ·	·	3	5	·	1	4	4
CCC(c1nnc(SCC(=O)N2CCOCC2)n1C1CCCCC1)N(C)C (stereo unspecified)
    -2	4	-3	2	5	1	13	-13
COc1ccc(C2C3=C(CC(C)(C)CC3=O)N(CC(=O)O)C3=C2C(=O)CC(C)(C)C3)cc1OC
    -11	-2	-5	4	-6	-40	-65	11
Cc1ccccc1NC(=O)c1sc2nc3c(c(-c4ccco4)c2c1N)CCCC3
    26	31	-10	1	5	-18	-52	16
NS(=O)(=O)c1ccc(N/N=C/c2ccncc2)cc1
    -8	-30	-3	4	1	1	2	10
C=CCN(c1ccccc1)S(=O)(=O)c1cccc(C(=O)O)c1
    -6	-12	-8	-4	-8	-1	2	6
O=C(CC1C(=O)NCCN1Cc1cccc(C(F)(F)F)c1)NC1CCCCCC1 (stereo unspecified)
    -4	-7	-5	-6	-3	-18	-75	5
c1cc2[nH]snc2c2nc(C3CC3)nc12
    -53	55*	5	28	29	4	-100	12
O=C(COC(=O)c1cc(Cl)ccc1O)NCC1CCCO1 (stereo unspecified)
    -5	-1	6	0	12	2	-86	4
COc1ccccc1C(=O)Nc1cccc(N(C)S(C)(=O)=O)c1
    -5	-15	-6	-2	-4	-1	20	5
O=C(COc1ccc(F)cc1)Nc1ccc(-n2cnnn2)cc1
    12	13	-1	-9	4	1	12	3
O=C(CSc1nc(Nc2ccccc2)nc(N2CCOCC2)n1)N1CCc2ccccc21
    -4	-3	-2	-6	-10	1	15	14
O=[N+]([O-])c1ccc(N2CCN(c3ccc(Cl)nn3)CC2)c(Cl)c1
    4	3	-6	5	3	-6	11	5
Cc1nn(-c2ccc(F)cc2)c(Cl)c1C(=O)OC(C)C(=O)N(C)C1CCCCC1 (stereo unspecified)
    -2	-1	0	1	-2	2	8	16
CC(C)(C)Cc1nnc(NC(=O)c2cc(-c3ccccc3)nc3ccccc23)s1
    -6	-8	-7	2	0	2	-52	-1
COC(=O)c1cnn(-c2ccc(F)cc2F)c1/C=N/NC(N)=S
    18	-14	-6	-2	-1	1	20	-21
Cc1nn(C(CC(=O)O)C(=O)O)c(C)c1Br (stereo unspecified)
    -4	-8	-1	-3	3	0	19	-20
O=C(Nc1ccc2ccccc2c1)c1cc(F)c(F)cc1Cl
    1	30	-3	10	5	-1	3	1
Cc1nonc1OCCN1CCN(c2ccc([N+](=O)[O-])cc2)CC1
    -8	-9	-8	-14	-6	-1	15	3
CC1CC(=O)C2=C(C1)Nc1ccccc1N=C2 (stereo unspecified)
    1	-1	-4	-9	-12	0	11	-8
Cc1ccc(CNC(=O)CN(C)C2=NS(=O)(=O)c3ccccc32)cc1
    -22	-3	-6	-7	-17	-15	-18	3
O=S(=O)(Nc1nc2ccccc2nc1NCC1CCCO1)c1cccc(Cl)c1 (stereo unspecified)
    -6	0	-2	-7	4	-20	-476	-1
CSC(=S)N/N=C/c1c[nH]c2ccccc12
    -6	-12	-4	-4	-2	2	7	-1

# Of the compounds above, three have an aryl methoxy group.
# The line under a structure holds: UBC13 inh	SENP6 inh	A3G deaminase	SENP7 inh	SENP8 block-1	SENP1 inh	SENP8 block-2	Apaf1 inhib
COc1cc(NC(=O)CC(C)C)ccc1NC(=O)c1ccco1
    -10	-5	-1	4	4	0	18	-13
COc1ccc(C2C3=C(CC(C)(C)CC3=O)N(CC(=O)O)C3=C2C(=O)CC(C)(C)C3)cc1OC
    -11	-2	-5	4	-6	-40	-65	11
COc1ccccc1C(=O)Nc1cccc(N(C)S(C)(=O)=O)c1
    -5	-15	-6	-2	-4	-1	20	5

# Next structures.
# The line under a structure holds: UBC13 inh	SENP6 inh	A3G deaminase	SENP7 inh	SENP8 block-1	SENP1 inh	SENP8 block-2	Apaf1 inhib
O=C(NCC(=O)N1CCN(S(=O)(=O)c2ccccc2C(F)(F)F)CC1)c1sc2ccccc2c1Cl
    6	5	5	-5	18	2	0	0
O=C(Nc1cccc2cccnc12)c1cccc2ccccc12
    10	-11	-9	-3	-6	2	7	-2
O=C1N=C(N2CCN(Cc3ccccc3)CC2)S/C1=C/c1cccs1
    -20	-34	-5	-17	-26	0	20	-408
CC(C)[C@H](NC(=O)OCc1ccccc1)C(=O)OCC(=O)Nc1ccc(N2CCOCC2)cc1
    -2	-4	6	-3	5	1	-1	6
COc1ccccc1CNC(=O)CN1C(=O)NC2(CCCc3ccccc32)C1=O (stereo unspecified)
    12	-12	-3	-1	-10	0	0	-1
COc1ccc([N+](=O)[O-])cc1NC(=O)C(C)OC(=O)c1ccccn1 (stereo unspecified)
    4	12	-6	0	3	-1	8	-3
CCOc1cccc(-c2nnc3sc(C4CCCCC4)nn23)c1
    -7	-13	8	-10	-5	-1	18	29
Cc1nnc(-c2ccccc2)c(=O)n1/N=C/c1c(O)ccc2ccccc12
    -16	5	-14	-14	-2	7	-33	16
COC(=O)c1ccccc1S(=O)(=O)Oc1ccc(-c2ccc(C(=O)O)cc2)cc1
    -1	14	-5	3	-1	-2	7	4
CC(C)(C)NC(=O)C(c1ccccc1F)N(Cc1ccco1)C(=O)c1csnn1 (stereo unspecified)
    -5	-4	-5	-5	-5	1	6	-1
NNC(=O)c1ccc(Cn2cc(Br)cn2)o1
    4	-8	-5	1	-4	0	18	-13
CC(=O)c1cc2c(s1)-c1cc(F)ccc1OC2
    44	-30	-7	-7	-10	-29	-448	-2
COc1ccc(C(=O)OCC(=O)NC(=O)NCc2ccccc2)cc1[N+](=O)[O-]
    8	1	6	3	-1	2	4	13
O=S(=O)(Nc1cnc2ccccc2c1)N1CCCCCC1
    4	-17	-8	-4	-2	-2	-47	1
CCOc1ccc(C2NC(=O)c3ccccc3O2)cc1OCC (stereo unspecified)
    3	-3	-6	6	5	2	-58	-5
O=C(N/N=C/c1ccc(N2CCOCC2)cc1)c1cccs1
    -5	74*	-5	76*	63*	32*	-376	1
COc1cccc(C(=O)NCC(=O)n2nc(C)cc2C)c1
    1	1	0	-5	4	1	8	-9
COc1ccc([C@H]2CC(=O)C=C(c3ccc4ncccc4c3)C2)cc1
    2	-6	-12	-3	-12	1	17	28
Cc1ccc(Oc2nn[nH]n2)cc1
    3	0	2	3	-5	-1	12	2
COc1ccc(NC(=O)N2CCCC2C(=O)NCc2cccs2)cc1 (stereo unspecified)
    -2	36	-9	1	-1	-3	10	-3
CCc1sc(NC(=O)c2cc3ccccc3oc2=O)nc1-c1cccs1
    -10	-3	-6	-3	-1	-1	0	-1
COc1ccc(COc2ccc(C3C(S(=O)(=O)c4ccccc4)CON3C)cc2OC)cc1 (stereo unspecified)
    -1	11	-8	-6	-5	-1	14	12
NC(=NC(=O)c1ccc(Cl)cc1)N1N=CCC1c1ccccc1 (stereo unspecified)
    10	1	-7	-1	-4	3	11	9
O=C(NNc1nc2c(F)cc(F)cc2s1)C1COc2ccccc2O1 (stereo unspecified)
    2	2	-20	-2	-3	0	2	0
O=C(CSc1ccc2nnc(-c3ccccn3)n2n1)Nc1ccccc1
    -2	-3	-2	-2	-4	-4	-18	1
O=C(CN1C(=O)CC(c2ccccc2)=Nc2ccccc21)NCc1ccco1
    5	1	3	-4	0	1	17	-1
COc1ccc(C2=Nn3c(nnc3C3CCCCC3)SC2)cc1OC
    -18	-3	-7	-9	-9	0	12	16
N#Cc1ccc(-c2csc(NC(=O)c3ccc(N4C(=O)CCC4=O)cc3)n2)cc1
    -1	-15	12	1	-8	0	-94	9
O=C(NCc1ccccc1)C1CCCN(S(=O)(=O)c2ccc(Br)cc2)C1 (stereo unspecified)
    -7	-4	1	1	-1	0	7	16
COc1cc(C(=O)Nc2sc3c(c2C#N)CCN(C(C)=O)C3)cc(OC)c1OC
    -14	18	-11	11	11	-35	-388	-3

# Continuation:
# The line under a structure holds: UBC13 inh	SENP6 inh	A3G deaminase	SENP7 inh	SENP8 block-1	SENP1 inh	SENP8 block-2	Apaf1 inhib
CC(C)COc1ccc(CNC(=S)NCc2ccccc2)cc1
    1	-32	-4	-7	-15	-1	8	2
O=C(NC(=S)N(CC1CCC1)CC1CCCO1)c1cccc([N+](=O)[O-])c1 (stereo unspecified)
    1	0	-4	6	3	-2	11	-19
CCOc1ccc(C2N(c3ccc(F)cc3)C(=O)C3CCCN32)cc1OC (stereo unspecified)
    2	-7	-10	-7	0	-18	6	-6
Cc1ccccc1NC1=C/C(=N\S(=O)(=O)c2ccc(C(=O)O)cc2)c2ccccc2C1=O
    -164	94*	-5	69*	95*	2	88*	97*
NC(=O)C1(N2CCCCC2)CCN(c2ccc3nnc(-c4ccccc4)n3n2)CC1
    10	1	0	6	0	4	-24	17
CCc1nnc(NC(=O)CN2CCN(c3ccccc3OC)CC2)s1
    1	1	-3	-5	3	1	3	-17
Cc1cc2c(cc1S(=O)(=O)Nc1ccc(OC(F)(F)F)cc1)OCC(=O)N2
    7	-13	-9	1	-13	-1	11	7
COc1cc([N+](=O)[O-])c(OC)cc1SCc1n[nH]c(=S)n1-c1ccc(C)cc1
    -3	-7	2	12	1	-1	17	2
Nc1nonc1C(=O)OCC(=O)c1ccc(Cl)cc1
    -4	-7	-9	-1	-2	1	0	-12
CN(C)S(=O)(=O)c1ccc(C(=O)NNC(=O)c2ccccc2-n2cccc2)cc1
    -23	-25	-8	-4	-10	-4	0	8
[N-]=[N+]=CC(=O)C(Cc1ccccc1)N1C(=O)c2ccccc2C1=O (stereo unspecified)
    -9	-15	-3	-3	-11	-1	27	2
CNC(C)C#Cc1ccc2sc3cc(OC)c(OC)cc3c(=O)c2c1 (stereo unspecified)
    21	78*	-13	22	71*	·	·	33
CCOC(=O)CC(N)c1ccc2c(c1)OCO2 (stereo unspecified)
    2	-9	-6	-4	-6	·	·	-12
COC(=O)Cn1c(=O)cnc2ccccc21
    5	-1	-6	-10	1	-2	-122	-20
CCOC(=O)C1C(=O)CC(C)(O)C(C(=O)OCC)C1c1cccc(OC)c1 (stereo unspecified)
    2	-2	-4	-6	-2	2	16	-10
COc1ccccc1NC(=O)C(=O)N/N=C(\C)CC(=O)Nc1ccccc1C(F)(F)F
    2	0	-11	6	2	-10	4	8
CC1CCCCC1NC(=O)COCc1cc(-c2cccs2)on1 (stereo unspecified)
    1	-13	18	-3	0	0	2	14
O=C(c1ccc2c(c1)OCCO2)C1CCN(C(=O)c2ccc(F)cc2)CC1
    9	-2	-3	2	2	-1	28	3
Oc1ccc(-c2nccc(-c3ccc(Br)cc3)n2)cc1
    19	-24	-9	1	-6	-4	4	9

# From PubChem

# This is a random part of the collection; any-hit rate near 3.6%.
